MRP reversal: reversal of MRP1-mediated doxorubicin resistance, primary screen, H69AR cells, doxorubicin co-treatment; 85,000 tested, 0.04% active; differential viability (reversal), % at 10 µM; H69AR cells + 2 uM doxorubicin, CellTiter-Glo, 72 h;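 active = viability drop by adding the cancer drug above about 55%, with treated viability meeting a 40% cutoff, limit read from the data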;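 also: viability without doxorubicin minus viability with 2 µM doxorubicin for each compound; larger differential means the compound sensitizes cells more to doxorubicin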
PLAP inhibitors HTS: PLAP enzyme inhibitors, biochemical, luminescence, HTS (AID 690); Alkaline phosphatase, placental type (Homo sapiens); purified PLAP, luminescent substrate; higher % means a stronger effect; inhibition, % at 20 µM; hits with a dose series show IC50 in µM; 96,000 tested, 0.08% active; in the data active = a potency from the dose series; inactive = the rest, 99 in 100 with inhibition below about 30%; also: strong numbers were not always called active
IL1B NFkB pot: enhancers of NFkB p65 translocation in HUVEC – imaging, IL-1B stimulus, high-content imaging, primary screen. 94,000 tested, 0.3% active. HUVEC IL-1B NFkB p65 nuclear translocation imaging. activation, % at 2 µM;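 active = activation above 40%, about the mean plus 3 SD, also judged a hit on visual image review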;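 also: percent activation is computed from the nuclear over cytoplasmic p65 intensity ratio; values of inactives mirror those of a sister screen read the other way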
IL1B NFkB inh: inhibitors of IL-1B driven NFkB p65 nuclear import, primary screen, imaging, HUVEC, IL-1B stimulus, high-content imaging; HUVEC IL-1B NFkB p65 nuclear translocation imaging; inhibition, % at 2 µM; 94,000 tested, 0.43% active;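 active = inhibition above about 30% together with a positive call from visual inspection of the well image, limit read from the data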;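 also: nuclear over cytoplasmic p65 intensity ratio measured by imaging; 0% = IL-1B stimulated DMSO wells and 100% = unstimulated DMSO wells; values of inactives mirror those of a sister screen read the other way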
Bcl-B displacement: displacers of TR3 peptide from Bcl-B, primary screen, selectivity assay for Bfl-1 inhibitor project, biochemical, fluorescence polarization; displacement, % at 20 µM, or IC50 in µM where a hit was titrated; Bcl-2-like protein 10 (Homo sapiens); FP displacement of FITC-TR3 peptide from Bcl-B; higher % means a stronger effect; AID 748, 2007; 96,000 tested, 0.11% active;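 active = displacement above 50% at 20 µM plus a fluorescence interference ratio under 1.5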;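 also: plate controls were wells without compound for no effect and wells lacking Bcl-B protein for full effect; a part of the inactive calls stands beside numbers as strong as those of hits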
MRP reversal cytotoxicity: recorded beside MRP reversal, whose call it bears; viability, %; H69AR cells, CellTiter-Glo, 72 h; measured here: cytotoxicity without doxorubicin
MRP reversal with doxorubicin: further read-out of MRP reversal, marked with its call; viability, %; measured here: viability with 2 uM doxorubicin; stronger effect = lower value
IL1B NFkB inh cell count 2 µM: also measured in IL1B NFkB inh; calls as there; cell count; measured here: cells passing quality filter;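 raw number of nuclei counted in each imaged well without normalization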
IL1B NFkB pot cell count 2 µM: second read-out of IL1B NFkB pot, no call of its own (marks repeat the call); cell count; measured here: cells passing quality filter
Numbers without * were called inactive; x = no result given.

Value order – MRP reversal	MRP reversal cytotoxicity	MRP reversal with doxorubicin	PLAP inhibitors HTS	IL1B NFkB pot	IL1B NFkB pot cell count 2 µM	IL1B NFkB inh	IL1B NFkB inh cell count 2 µM	Bcl-B displacement
[1] CC1CCN(S(=O)(=O)c2ccc3[nH]cc(C(=O)NCCN4CCOCC4)c(=O)c3c2)CC1
→ 17	101	83	-6%	13	49	-13	49	-7%
[2] O=C(Cc1ncc(C(F)(F)F)cc1Cl)Nc1ccc(F)cc1
→ x	x	x	10%	0	107	0	107	-2%
[3] c1ccc(-c2ccc(-c3csnn3)cc2)cc1
→ x	x	x	-2%	10	96	-10	96	3%
[4] O=C1Nc2ccccc2C12OCCCCO2
→ 3	100	97	-16%	-4	155	4	155	-8%
[5] CCC(C(=O)N1CCN(c2ccccn2)CC1)n1nc(C)n2c(cc3occc32)c1=O (stereo unspecified)
→ x	x	x	-36%	x	x	x	x	-7%
[6] O=C(O)CCc1ccc(-c2ccc(Br)cc2)n1CC(=O)O
→ -6	100	105	-64%	4	127	-4	127	24%
[7] Cc1ccc(-c2nnc(SCC#N)n2N)cc1
→ x	x	x	16%	13	123	-13	123	-5%
[8] CCOC(=O)c1cc(NC(=O)N2CCOCC2)c(C)nc1C
→ -4	91	95	-3%	24	138	-24	138	-9%
[9] c1coc(CNc2nc3nonc3nc2NCc2ccco2)c1
→ x	x	x	-90%	-52	162	52*	162*	8%
[10] CCC(=O)N(CCO)Cc1cc2ccc(C)c(C)c2[nH]c1=O
→ x	x	x	-22%	-10	189	10	189	7%
[11] O=C(NC1CCCCC1)NC1CCN(CC(=O)N2CCOCC2)CC1
→ 1	92	92	-10%	-12	192	12	192	1%
[12] Cc1cccc(C)c1OCC(=O)N1CC2(C)CC1CC(C)(C)C2 (stereo unspecified)
→ 17	92	75	-75%	-1	191	1	191	8%
[13] FC(F)(F)c1nc(-c2cccs2)ncc1-c1nnnn1-c1ccc(Cl)cc1
→ x	x	x	9%	13	156	-13	156	-9%
[14] CC(C)(C)c1ccc(-c2csc(NNC3=NCCCCC3)n2)cc1
→ x	x	x	-24%	8	156	-8	156	3%
[15] Nc1nc(-c2cccnc2)nn1C(=O)CCc1ccccc1
→ 4	101	97	x	-4	142	4	142	x

Whole records as entered above:
CCC(=O)N(CCO)Cc1cc2ccc(C)c(C)c2[nH]c1=O across the screens: MRP reversal = x; MRP reversal cytotoxicity = x; MRP reversal with doxorubicin = x; PLAP inhibitors HTS = -22%; IL1B NFkB pot = -10; IL1B NFkB pot cell count 2 µM = 189; IL1B NFkB inh = 10; IL1B NFkB inh cell count 2 µM = 189; Bcl-B displacement = 7%
O=C1Nc2ccccc2C12OCCCCO2 across the screens: MRP reversal = 3; MRP reversal cytotoxicity = 100; MRP reversal with doxorubicin = 97; PLAP inhibitors HTS = -16%; IL1B NFkB pot = -4; IL1B NFkB pot cell count 2 µM = 155; IL1B NFkB inh = 4; IL1B NFkB inh cell count 2 µM = 155; Bcl-B displacement = -8%
Cc1ccc(-c2nnc(SCC#N)n2N)cc1 across the screens: MRP reversal = x; MRP reversal cytotoxicity = x; MRP reversal with doxorubicin = x; PLAP inhibitors HTS = 16%; IL1B NFkB pot = 13; IL1B NFkB pot cell count 2 µM = 123; IL1B NFkB inh = -13; IL1B NFkB inh cell count 2 µM = 123; Bcl-B displacement = -5%

Laid out differently: results already given
cpd	Structure	MRP reversal	MRP reversal cytotoxicity	MRP reversal with doxorubicin	PLAP inhibitors HTS	IL1B NFkB pot	IL1B NFkB pot cell count 2 µM	IL1B NFkB inh	IL1B NFkB inh cell count 2 µM	Bcl-B displacement
14	CC(C)(C)c1ccc(-c2csc(NNC3=NCCCCC3)n2)cc1	x	x	x	-24%	8	156	-8	156	3%
9	c1coc(CNc2nc3nonc3nc2NCc2ccco2)c1	x	x	x	-90%	-52	162	52*	162*	8%
6	O=C(O)CCc1ccc(-c2ccc(Br)cc2)n1CC(=O)O	-6	100	105	-64%	4	127	-4	127	24%
10	CCC(=O)N(CCO)Cc1cc2ccc(C)c(C)c2[nH]c1=O	x	x	x	-22%	-10	189	10	189	7%

New compounds follow.
Value order – MRP reversal	MRP reversal cytotoxicity	MRP reversal with doxorubicin	PLAP inhibitors HTS	IL1B NFkB pot	IL1B NFkB pot cell count 2 µM	IL1B NFkB inh	IL1B NFkB inh cell count 2 µM	Bcl-B displacement
[16] COc1cccc(-n2nc(C(=O)Nc3ccc4c(c3)OCO4)c3ccccc3c2=O)c1
→ 9	89	79	6%	-11	168	11	168	2%
[17] CCn1c(N)nc2c1c(=O)n(C)c(=O)n2C
→ 7	104	97	-15%	2	169	-2	169	-3%
[18] Cc1cc(C(F)(F)F)n2nc(-c3cnn(C)c3C(F)(F)F)c(Cl)c2n1
→ x	x	x	-1%	9	151	-9	151	-2%
[19] CC1CCCC(C(=O)O)N1C(=O)CCSSCCC(=O)N1C(C)CCCC1C(=O)O (stereo unspecified)
→ -1	100	102	-5%	12	125	-12	125	1%
[20] CCCOC(=O)c1ccc(-c2c(C)noc2-c2ccc(OC)cc2O)o1
→ -13	75	88	-12%	6	145	-6	145	-13%
[21] COc1ccccc1NC(=O)C1=C(C)Nc2nnnn2C1c1cccc(Br)c1 (stereo unspecified)
→ -20	45	65	-7%	20	164	-20	164	5%
[22] COc1ccc(-c2nnc(SCC(=O)NCc3cccs3)n2CC(C)C)cc1
→ 26	101	75	-64%	32	111	-32	111	-2%
[23] O=C(CN1CCN(Cc2ccc3c(c2)OCO3)CC1)c1c[nH]c2ccccc12
→ x	x	x	-2%	5	195	-5	195	-37%
[24] COc1cc(Cn2c(N)c(C#N)c3nc4ccccc4nc32)cc(OC)c1
→ 7	42	35	-8%	6	191	-6	191	0%
[25] CN1CCc2c(C#N)c(N3CCCCC3)nc(N3CCOCC3)c2C1
→ x	x	x	x	10	116	-10	116	x
[26] Cc1cc(C)n(-c2nc3sc4c(c3c3nnc(SCC(N)=O)n23)CC(C)(C)OC4)n1
→ -33	57	90	x	6	154	-6	154	x
[27] N#CCSc1nc2ccc(N3CCOCC3)cc2c(=O)n1CCc1ccccc1
→ 0	80	80	-50%	x	x	x	x	8%
[28] CC1(C)Cc2cccc(OCC(O)CNCc3ccccn3)c2O1 (stereo unspecified)
→ x	x	x	-24%	12	157	-12	157	3%
[29] CC(C)(C)n1nnnc1C(c1cccnc1)N1CCN(C(=O)c2ccco2)CC1 (stereo unspecified)
→ x	x	x	x	-9	164	9	164	x
[30] COC(=O)/C=C(\C)NC(=O)c1ccccc1Cl
→ -10	99	109	-6%	0	70	0	70	38%
[31] O=C(Cn1nnc(-c2ccccc2F)n1)Nc1cccc2ncccc12
→ -16	95	111	-10%	-4	115	4	115	-11%
[32] COc1ccc(CCN2C(=O)CCC2(C)C(=O)NCc2cccnc2)cc1OC (stereo unspecified)
→ -11	93	104	-10%	22	151	-22	151	-6%
[33] CCOC(=O)C(C)N1C(=O)S/C(=C/c2cc(C)n(-c3ccccn3)c2C)C1=O (stereo unspecified)
→ 5	85	80	-55%	-5	158	5	158	-18%
[34] Cc1cc(C)cc(NC(=O)CN2CCN(c3ncccn3)CC2)c1
→ 8	98	91	-74%	1	187	-1	187	4%
[35] Cc1cccn2c(=O)c(C=Nc3ccc(Cl)cc3)c(NCCO)nc12
→ 6	83	77	x	13	147	-13	147	x
[36] O=C(NC1CCCCCC1)c1ccc2c(=O)n3c(nc2c1)CCCCC3
→ -12	47	59	-55%	-3	119	3	119	-5%
[37] O=C(NCCCN1CCOCC1)C1(c2ccccc2)CCCC1
→ 0	97	97	-8%	19	144	-19	144	-2%
[38] COc1cc(C)nc(OCCNS(=O)(=O)c2cc(C)ccc2C)n1
→ -1	85	86	-60%	2	84	-2	84	6%
[39] O=c1cc(N2CCc3ccccc32)[nH]c(=O)n1-c1ccc(Br)cc1
→ 8	95	87	-3%	22	200	-22	200	-4%
[40] COc1ccc(/C=N/NC(=O)c2ccoc2C)cc1COc1c(C)cccc1C
→ x	x	x	12%	-9	195	9	195	3%
[41] CCOC(=O)c1sc(NC(=O)C2CCCO2)c(C(=O)OCC)c1C (stereo unspecified)
→ 21	90	69	-12%	x	x	x	x	23%
[42] COc1ccc(NC(=O)COC(=O)c2ccc(Br)o2)cc1OC
→ -5	85	89	4%	x	x	x	x	1%
[43] CCc1nccn1S(=O)(=O)c1ccc(OC)c(OC)c1
→ -3	86	89	-4%	-7	146	7	146	-3%
[44] O=C1c2ccc3c4c(ccc(c24)C(=O)N1Cc1cccnc1)C(=O)N(Cc1cccnc1)C3=O
→ x	x	x	5%	6	178	-6	178	2%
[45] CCOC(=O)c1c(C)[nH]c(C(=O)C(C)OC(=O)c2oc3ccccc3c2COC)c1C (stereo unspecified)
→ -11	80	91	-11%	3	32	-3	32	7%
[46] C#CCn1c(S(=O)(=O)Cc2ccc(OC)cc2)nc(-c2ccccc2)c1-c1ccccc1
→ x	x	x	-13%	-9	204	10	204	2%
[47] COc1cccc(CNC(=O)C2CCCN(c3nn4c(=O)cc(C)nc4s3)C2)c1OC (stereo unspecified)
→ -7	76	82	12%	-5	143	5	143	-8%
[48] Cc1cccc(C)c1NC(=O)Cn1c(=O)n(CCC(=O)NCc2ccco2)c(=O)c2sccc21
→ x	x	x	8%	-4	204	4	204	-23%
[49] Cc1cc(NC(=O)C2C3C(=O)N(CC4CCCO4)C(C(=O)NCc4ccccc4)C34C=CC2(C)O4)no1 (stereo unspecified)
→ -1	91	92	x	16	111	-16	111	x
[50] Cc1ccc2nc(Cl)c(CN(C(=O)c3cnccn3)C3CCCCC3)cc2c1
→ x	x	x	-8%	-10	160	10	160	-9%
[51] Cc1cc2ccccc2c(=O)n1CC(=O)NCC(=O)N(C)C1CCCCC1
→ 2	103	101	7%	1	93	-1	93	-2%
[52] Cc1oc(/N=C/c2ccc3c(c2)OCO3)c(C#N)c1C
→ -29	60	90	2%	-2	95	2	95	4%
[53] CC(=O)c1ccc(NC(=O)CSCC(=O)Nc2ccc3ccccc3c2)cc1
→ 7	91	84	26%	-5	127	5	127	3%
[54] COC(=O)c1cccnc1-n1c(=O)c2cccnc2n(Cc2cccc(OC)c2)c1=O
→ 9	86	77	-44%	-5	161	6	161	-13%

2 entries picked at random from the list so far, as already listed:
Value order – MRP reversal	MRP reversal cytotoxicity	MRP reversal with doxorubicin	PLAP inhibitors HTS	IL1B NFkB pot	IL1B NFkB pot cell count 2 µM	IL1B NFkB inh	IL1B NFkB inh cell count 2 µM	Bcl-B displacement
[1] CC1CCN(S(=O)(=O)c2ccc3[nH]cc(C(=O)NCCN4CCOCC4)c(=O)c3c2)CC1
→ 17	101	83	-6%	13	49	-13	49	-7%
[52] Cc1oc(/N=C/c2ccc3c(c2)OCO3)c(C#N)c1C
→ -29	60	90	2%	-2	95	2	95	4%

Compound activity: PubChem, several laboratories

These rows are one share of the data; count on the stated rates, not on these rows.
